# ELG1 genotoxic – inducers of genotoxicity in HEK293T ELG1-luciferase cells. HEK293T ELG1-luciferase reporter, luminescence, 16 h. Potency, µM (series often up to 46 µM), inactives show at the highest dose activity change, positive = activation, usual class: activators. 1.3% of 330,000 active. AID 504466; also: % of control where 0% means no effect; nearly all actives have a fitted effect of over 60% in size
#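 After overnight (16 hr) compound treatment at 37 °C, ELG1-luciferase HEK293T cells were lysed with ONE-Glo; luminescence quantified 30 min later at room temperature.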
# RORg inh – inhibitors of mouse ROR gamma transcriptional activity; P51450; Drosophila S2 Gal4-RORgamma UAS-luciferase reporter, 20 h; Potency, µM (titrated, usually from 53.6 µM), for the others: at the top dose activity change, negative = inhibition, usual class: inhibitors; 5.4% of 310,000 active; AID 2551; also: % is scaled to controls: 0 for no effect and ±100 for the full control effect; nearly all actives have a fitted effect of over 60% in size
#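 Stably transfected Drosophila Schneider cells are the test system, with ROR gamma fused to Gal4 and luciferase under UAS control; luminescence is read after 20 hr of 700 uM copper sulfate induction at ambient temperature.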
# p53 reactivation – mutant p53 re-activation in reporter cells; AID 504706; H1299 p53-A138V BP100-luciferase reporter, luminescence, 24 h; Potency, µM (highest dose often 92.2 µM), inactives show at the highest dose activity change, positive = activation, actives largely listed as activators; 0.063% of 320,000 active; also: % of control where 0% means no effect; nearly all actives have a fitted effect of over 45% in size
#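 H1299 (p53-null), stable ts p53-A138V + BP100-Luc; 1000 cells/well, Opti-MEM/10% FBS; cpd 4 pt, 1:5; 24 h, 37 deg C, 5% CO2; detection reagent 10 min RT; luminescence.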
# Rab9 prom act – activators of Rab9 promoter; Huh7 Rab9 promoter-luciferase reporter, luminescence, 24 h; Potency, µM (series often up to 9.22 µM), inactives show top-dose activation, negative = inhibition, actives largely listed as activators; 2.8% of 320,000 active; AID 485297; also: % of control where 0% means no effect; nearly all actives have a fitted effect of over 60% in size
#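 Huh7 reporter line, Rab9 promoter upstream of luciferase. Compound exposure 24 h at 37 °C in reduced-serum medium with 10% FBS. Read-out: luminescence.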
# MLL CXXC-DNA inh – blocks binding of human MLL CXXC domain to DNA | Q03164 | MLL-CXXC / FITC-HOXA9 DNA fluorescence polarization | Potency, µM (titrated, usually from 115 µM), for the others: at the top dose activity change, negative = inhibition, actives largely listed as inhibitors | 0.037% of 290,000 active | AID 2662; active = well fitted inhibition curve with a large enough effect in the polarisation, with a control signal flat, not every such curve was filed as active; inconclusive = small, poorly fitted or top-dose-only effect, or effect the other way, or a change in a side signal; inactive = no such curve, though single readings can be large or run the other way; the % refers to the polarisation
#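 Purified MLL-CXXC (added from a 7 uM solution) was preincubated 5 min at ambient with pinned compounds in 50 mM Tris-HCl pH 7.5, 50 mM NaCl, 1 mM DTT, 0.05% BSA. Fluorescein-labeled HOX-A9 DNA (50 nM solution) followed, 30 min, then polarization read.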
# BRCA1 expr up – increases BRCA1 expression. MCF7-BRCA1-FFLuc reporter, luminescence, 48 h; response scale: scaled: vehicle 0%, 10 µM genistein 100%. AID 624202. Potency, µM (titrated, usually from 46.1 µM), for inactives: at the highest dose activation, actives largely listed as activators. 1.1% of 380,000 active; also: nearly all actives have a fitted effect of over 80% in size; some results filed as inactive show a strong effect at the top dose
#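 Activators of BRCA1 expression were detected as increased firefly luciferase luminescence in engineered MCF7 cells after 48 h compound incubation. Signals were scaled to genistein 10 microM as full activation.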
# uPA generation – inhibitors of cell surface uPA generation; cell surface uPA generation assay, qHTS; Potency, µM (doses to about 38.3 µM), without a hit: at the highest dose activity change, negative = inhibition, actives largely listed as inhibitors; 0.31% of 330,000 active; AID 540303; active = well fitted inhibition curve with a large enough effect; inconclusive = small, poorly fitted or top-dose-only effect; inactive = no such curve, though single readings can be large or run the other way; tested in mouse RAW 264.7 cells; also: % is scaled to controls: 0 for no effect and ±100 for the full control effect; nearly all actives have a fitted effect of over 55% in size
# NPC1 prom act – activators of NPC1 promoter. Huh7 NPC1 promoter luciferase reporter, 24 h. Potency, µM (top dose mostly 9.22 µM), for the others: at the top dose activation, hits mostly activators. 2.4% of 320,000 active;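 also: % of control where 0% means no effect; nearly all actives have a fitted effect of over 60% in size; reporter is driven by a mutant NPC1 promoter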
#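 Compounds in DMSO were transferred onto Huh7 NPC1-luciferase reporter cells pre-incubated 2 h; after 24 h at 37 °C, Amplite reagent was dispensed and luminescence recorded 10 min later.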
# MBNL1 CUG block – inhibitors of human MBNL1 binding to CUG repeat RNA | Q9NR56 | TR-FRET MBNL1-His/biotin-(CUG)12 binding, 665/545 ratio | Potency, µM (highest dose often 57.5 µM), for inactives: at the top dose activity change, negative = inhibition, hits mostly inhibitors | 0.036% of 280,000 active | AID 2675; active = well fitted inhibition curve with a large enough effect in the signal ratio, with a control signal flat, not every such curve was filed as active; inconclusive = small, poorly fitted or top-dose-only effect, or effect the other way, or a change in a side signal; inactive = no such curve, though single readings can be large or run the other way; the % refers to the signal ratio; also: % is scaled to controls: 0 for no effect and ±100 for the full control effect
#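 MBNL1-His + Biotin-(CUG)12, cpd titration 92 nM–58 uM; Tb anti-His Ab 0.055 ng/ul, SA-XL665 5 nM (final); 60 min RT; ratiometric 665/545 nm, Ex 340 nm; normalized to buffer and full-complex controls.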
# FLuc modulator – counter-screen for miR-21 project: firefly luciferase inhibitors or activators; 6.9% of 360,000 active; purified FLuc, Km substrates, luminescence inhibition; P08659; Potency, µM (top dose mostly 57.5 µM), inactives show top-dose activity change, negative = inhibition, most hits filed as inhibitors;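 also: plate controls were vehicle for no effect and reference inhibitor for full effect; nearly all actives have a fitted effect of over 55% in size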
#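 Purified P. pyralis luciferase (10nM final) with 10uM D-luciferin and 10uM ATP (Km levels) in 50mM Tris acetate pH 7.5, 10mM Mg acetate, 0.01% Tween-20, 0.05% BSA; qHTS 6-point titration, ~60 µM downward; luminescence read.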
# VP16 counter – counter-screen for ROR gamma inhibitors: Gal4-VP16 reporter; 3.5% of 310,000 active; Drosophila S2 Gal4-VP16 UAS-luciferase, luminescence, 20 h; Potency, µM (doses to about 53.6 µM), without a hit: top-dose activity, negative = inhibition, most hits filed as inhibitors;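 also: Gal4-VP16 expression switched on by copper sulfate through the metallothionein promoter; % is scaled to controls: 0 for no effect and ±100 for the full control effect; nearly all actives have a fitted effect of over 50% in size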
# Numbers without * were called inactive; ? = inconclusive; · = no result given; & = joins results of further samples; [ ] = another dose, or the depositor's remark. Unless noted, calls follow the shape of the dose curve; as a rule, active = well fitted curve in the direction sought with a large enough effect; inconclusive = small, poorly fitted or top-dose-only effect, or another doubt; inactive = no such curve, though single readings can be large; an effect the other way counts as inactive or inconclusive. Potency is read from the fitted curve at half-maximal effect. This is a subset; rates above refer to the full screens.
# Below each compound: ELG1 genotoxic | BRCA1 expr up | RORg inh | NPC1 prom act | MLL CXXC-DNA inh | p53 reactivation | uPA generation | Rab9 prom act | VP16 counter | FLuc modulator | MBNL1 CUG block
O=C(CC1Nc2ccccc2NC1=O)Nc1ccc2c(c1)OCO2 (configuration not stated)
    -1.9% | ? | ? | 7.3% | 0.3% | 15.9% | -4.1% | 2.7% | -18.9% | -15.1% | ·
O=C(c1nc(-c2ccccc2)n(-c2ccccc2)n1)N1CCN(S(=O)(=O)c2ccccc2)CC1
    -8.2% | 10.4% | 13.1% | 0.7% | 16.1% | -2.3% | -1.0% | -3.7% | -5.1% | 0.3% | -11.1%
COc1ccc(N(Cc2cc(=O)[nH]c3ccccc23)C(=O)CCl)cc1
    -19.9% | -92.1% | -11.8%[1.91 µM] | -38.6%[inhibitor] | -4.2% | -14.7% | -9.6% | -51.4%[inhibitor] | ? | 1.5% | -0.2%
CC1CCN(C(=O)CCC(=O)N2CC(C)Oc3ccccc32)CC1 (configuration not stated)
    0.3% | 43.4% | -11.8% | -4.6% | · | 9.8% | 6.4% | 5.1% | 3.9% | 3.1% | -14.3%
CCOc1ccc(/C=C2\SC(=O)N(CCNC(=O)C3COc4ccccc4O3)C2=O)cc1OC (configuration not stated)
    -4.2% | -35.1% | ? | -6.0% | 12.8% | 7.6% | -11.5% | -0.8% | -3.9% | 0.8% | ·
O=C(/C=C/c1ccccc1)N(c1ccccn1)C1CCCCC1
    1.5% | -11.9% | -14.5% | -4.4% | -1.5% | -5.7% | 1.8% | -8.8% | -1.2%[0.365 µM] | 2.0% | 0.5%
COc1cc(C2Nc3ccc4ncccc4c3C3=C2C(=O)CCC3)cc(OC)c1OC (configuration not stated)
    ? | -47.8% | -5.5% | -2.0% | -0.1% | -0.3% | -27.6% | 0.2% | -9.5% | ? | ?
C/C=C/C=C/C(=O)OC(C)C(=O)Nc1cc([N+](=O)[O-])ccc1OC (configuration not stated)
    -2.4% | -40.6% | -5.4% | 0.8% | -10.7% | -0.3% | -2.0% | -1.2% | -19.1% | 1.1% | ?
O=C(NCCN1CCOCC1)c1ccc2c(c1)ncn2C1CCCCC1
    2.0% | 0.8% | -6.8% | 8.1% | 1.0% | 0.9% | -0.5% | 1.1% | 2.2% | 1.5% | -16.8%
CCN1CCN(c2ccc(NC(=O)c3ccccc3F)cc2Cl)CC1
    ? | 7.08µM* | 4.4% | ? | -2.3% | 17.9% | -4.2% | ? | 17.5%[10 µM] | ? | -7.2%
CCCNC(=O)c1nn2c(C(F)(F)F)cc(-c3ccccc3)nc2c1Br
    -5.5% | -39.5% | 9.5% | -6.6% | -2.3% | -3.3% | 4.1% | 0.5% | 11.6% | 0.0% | 14.6%
Cc1cc(C)c2c(N)c(C(=O)NN3CC(=O)N(c4cccc(Cl)c4)CC3=O)sc2n1
    -2.4% | -3.0% | -17.4% | 1.1% | 13.6% | 0.6% | 0.8% | -0.4% | 5.5% | -2.2% | 5.5%
COc1c(C(=O)Nc2nccs2)ccc2ccccc12
    ? | ? | -10.1% | 1.78µM* | ? | 19.7% | ? | ? | -6.1% | 3.01µM* | 8.1%
O=C(NCCCNC(=O)c1ccco1)c1cccc(F)c1
    -22.2% | -1.8% | 0.0% | -1.7% | -6.4% | 3.3% | 5.9% | -5.1% | -7.6% | -1.7% | -8.0%
Cc1ccc(/C=C/C(=O)N2CCc3ccccc3C2)cc1
    ? | ? | 17.8µM* | 24.3% | -3.2% | 13.6% | -10.6% | 23.7% | ? | 10.7µM* | 2.9%
CCCC(=O)NC(c1ccc(OC)c(OC)c1)c1cc(Cl)c2cccnc2c1O (configuration not stated)
    12.6% | -84.2%&-70.3% | 2.82µM* | -30.1%[inhibitor] | -29.0% | -4.3% | -10.3% | -45.2%[inhibitor] | 5.01µM* | ? | 7.1%
O=C(NCc1ccco1)C(NS(=O)(=O)c1cccc2nsnc12)c1ccccc1 (configuration not stated)
    -1.7% | 1.5% | 13.3% | 8.5% | -5.5% | -11.8% | -2.1% | -0.6% | 2.9% | 2.5% | ?
Cc1cccnc1NC(=O)c1ccc([N+](=O)[O-])o1
    -3.5% | -1.5% | -36.6% | -0.2% | -2.6% | 11.2µM* | -7.6% | 18.7% | -23.4% | -2.2% | ?
COc1ccc(Cn2nnnc2C(c2cc3cc(C)cc(C)c3[nH]c2=O)N2CCOCC2)cc1 (configuration not stated)
    -4.6% | 3.1% | ? | 1.1% | -5.6% | ? | 7.8% | -3.9% | 0.1% | -5.2% | 33.3%[activator]
COc1cc(N=Cc2c(O)c3ccccc3oc2=O)c(OC)cc1Cl
    4.0% | -24.4% | -41.1% | -4.4% | ? | · | 7.4% | 2.8% | -16.0% | 0.3% | -1.2%
O=C(NCC1CCCO1)C(c1ccccn1)N(Cc1ccccc1Cl)C(=O)CN1C(=O)c2ccccc2S1(=O)=O (configuration not stated)
    -1.7% | -30.1% | 20.0% | 1.0% | 2.1% | -2.6% | -2.4% | -1.9% | 4.9% | 4.3% | -6.0%
COC(=O)C1(C(=O)OC)NOC2C(=O)N(c3ccc(Cl)cc3Cl)C(=O)C21 (configuration not stated)
    -1.3% | -2.5% | 4.2% | -1.3% | 0.5% | 14.1% | · | -0.9% | ? | -0.1% | 2.0%
COc1ccc(NC(=O)Cc2c(O)c3ccccc3[nH]c2=O)cc1
    -0.6% | -2.5% | 2.0% | 0.5% | 12.0% | 4.4% | 2.9% | 4.5% | 0.6% | -0.6% | -6.8%
COc1ccc(/C=C(\NC(=O)c2ccccc2)C(=O)NC2CCS(=O)(=O)C2)cc1 (configuration not stated)
    -0.3% | 5.5% | 8.1% | 0.5% | 3.1% | 3.2% | 1.6% | -4.2% | -4.5% | -1.6% | -1.2%
CCN(CC)S(=O)(=O)c1ccc(-c2cc(C(=O)OC)sc2C(F)(F)F)cc1
    -3.8% | -2.3% | ? | 2.0% | -13.5% | 0.7% | 8.6% | -6.0% | 1.5% | -2.8% | ·
CCOC(=O)/C(C#N)=N/Nc1c(S(=O)(=O)Cc2ccco2)csc1C(=O)OC
    -2.9% | 0.9% | 12.0% | -2.0% | -12.8% | 2.3% | 4.0% | -4.2% | -13.2% | 0.3% | -6.6%
Cc1ccc(-c2cn(CCN)c(-c3ccc(Cl)nc3)n2)cc1
    1.0% | 19.4% | · | 1.2% | · | -7.6% | 28.1% | -0.3% | · | -2.7% | ·
CCOC(=O)N1CCC(n2c(=S)[nH]c3ccccc3c2=O)CC1
    -5.7% | -16.0% | 8.91µM* | -11.7% | 6.4% | -1.1% | -1.4% | -9.8% | 7.08µM* | 6.9% | -2.0%
O=C(N/N=C/c1cccnc1)/C(=C\c1cccs1)NC(=O)c1ccccc1
    1.7% | -28.4% | 16.5% | -2.0% | 6.5% | -2.7% | -2.6% | -0.4% | ? | 3.0% | ?
CCCOc1ccccc1C1CC(=O)Nc2cc3c(cc21)OCO3 (configuration not stated)
    14.0% | -89.4% | -12.2% | -22.4% | 4.2% | -2.9% | -6.7% | -33.5%[inhibitor] | 14.1µM* | 0.3% | 1.2%
O=C(Nc1ccc(F)c(Cl)c1)c1ccc2c(=O)n3c(nc2c1)CCCCC3
    -9.2% | 91.6% | 31.2% | 3.16µM* | 10.6% | 28.1% | -1.8% | 1.78µM* | 0.9% | 6.75µM* | 6.6%
N#CC1(C#N)[C@@H](C(=O)C23CC4CC(CC(C4)C2)C3)C12CCOCC2
    7.6% | -7.0% | -8.1% | -0.1% | -5.1% | 10.7% | -0.7% | -4.7% | -6.6% | 4.1% | ·
Cc1cccc(NC(=O)CCN2C(=O)c3ccccc3S2(=O)=O)c1C
    -0.1% | 2.6% | ? | 0.8% | · | 3.1% | ? | 1.7% | 1.7% | -9.2% | -10.5%
CCCCCCCNC(=O)C1(CC2CC(c3cccc(Br)c3)=NO2)CCNCC1 (configuration not stated)
    -8.4% | -82.1% | 23.3% | 1.0% | -1.0% | 15.6% | ? | -3.2% | -15.1% | -10.7% | -4.6%
COc1ccc(NC(=O)Cn2c(=O)oc3cc(S(=O)(=O)N4CCCC4)ccc32)cc1
    0.5% | 0.0% | 23.6% | -0.8% | -1.6% | · | 3.5% | -15.3% | -8.0% | 4.2% | 4.5%
COc1ccc(S(=O)(=O)N2CN3CCN(C3)C2)cc1
    -0.4% | 1.0% | 22.7% | -0.8% | -11.7% | · | 2.0% | -0.6% | 4.9% | -2.1% | 1.1%
Cc1nn(CC(=O)N2c3ccccc3NC(=O)C2(C)C)c(C)c1[N+](=O)[O-]
    -3.4% | -24.0% | 23.3% | -4.8% | 1.0% | 0.1% | ? | 0.2% | -1.3% | -0.9% | -4.3%
